# HCMV antiviral: blocks human cytomegalovirus replication; HFF cells, HCMV-luciferase reporter, 72 h; stronger effect = lower value; activity change, negative = inhibition, % at 57.5 µM; hit rate 4.5% among 410,000; AID 1259415; in the data active = activity change below about -60%; inconclusive = no clear call, values can overlap the other calls; inactive = above about -39%
#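 Screen run at 2 compound doses on HFFs infected with reporter HCMV, MOI 1 PFU/cell. Luciferase activity from cell lysates at 72 h post infection gave inhibition relative to buffer-only and Salinomycin wells.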
# AmpC detergent: blocks E. coli AmpC beta-lactamase in detergent assay; hit rate 0.041% among 370,000; AmpC hydrolysis of nitrocefin, absorbance 480 nm, 0.01% Triton; Potency, µM (top dose mostly 114 µM), inactives show at the highest dose activity change, negative = inhibition, usual class: inhibitors; active = well fitted inhibition curve with a large enough effect; inconclusive = small, poorly fitted or top-dose-only effect;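 also: potency is read from the fitted curve at half-maximal effect; 0% = no-compound wells and -100% = no-enzyme wells; nearly all actives have a fitted effect of over 25% in size; some results filed as inactive show a strong effect at the top dose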
# Target sequence (P00811 whole entry, looked up): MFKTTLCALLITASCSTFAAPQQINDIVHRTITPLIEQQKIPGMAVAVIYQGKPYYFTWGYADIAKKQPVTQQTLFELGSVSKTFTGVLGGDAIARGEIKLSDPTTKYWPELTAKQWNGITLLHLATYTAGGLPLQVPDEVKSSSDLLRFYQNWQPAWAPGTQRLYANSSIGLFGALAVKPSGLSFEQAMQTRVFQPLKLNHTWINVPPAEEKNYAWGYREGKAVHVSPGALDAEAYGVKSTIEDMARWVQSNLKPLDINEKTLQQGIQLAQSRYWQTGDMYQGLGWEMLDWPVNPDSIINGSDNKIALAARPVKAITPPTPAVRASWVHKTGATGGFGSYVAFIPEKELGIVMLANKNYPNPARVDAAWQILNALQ
#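 20 mM phosphate pH 7.0 + 0.01% (detergent screen) or 0.0001% Triton X-100; 5.3 nM AmpC reagent; cpd preinc 15 min RT; nitrocefin (800 uM stock) to start; A480 q20 s × 4 min; Activity was normalised to no-enzyme and no-compound control wells.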
# The depositor's hits bear a star; ? = inconclusive. Unless noted, % is scaled to controls: 0 for no effect and ±100 for the full control effect. These rows are one share of the data, so the mix of outcomes need not match the whole.
Structure | HCMV antiviral | AmpC detergent
CCOc1cc(C(c2c(C)[nH]n(-c3ccccc3)c2=O)c2c(C)[nH]n(-c3ccccc3)c2=O)ccc1O | -105* | -3%
CC(C)(C)c1ccc(C(=O)N2CCCC(c3nc4c(nnn4Cc4cccc(F)c4)c(=O)[nH]3)C2)cc1 (stereo not given) | 4 | 11%
CCCc1cc(=O)[nH]c(Nc2ccc(O)cc2C)n1 | 10 | 12%
CC1=C(c2ccc(Cl)cc2)S(=O)(=O)N=C1N1CCN(c2cccc(C)c2C)CC1 | -23 | 24%
Cc1nnsc1C(=O)Oc1ccc(C(C)C)cc1 | -5 | 24%
CCOC(=O)CSc1nc2c(sc3ccccc32)c(=O)n1Cc1ccc(C)cc1 | -28 | 7%
COc1cc(-c2noc(-c3ccc(NCCc4ccccc4)c([N+](=O)[O-])c3)n2)cc(OC)c1OC | 24 | 19%
COC(=O)c1scc(-c2ccc(C)cc2)c1S(=O)(=O)Nc1cc(OC)c(OC)c(OC)c1 | 4 | 16%
Cc1ccc(C)c(Cn2c3ccccc3c3cnn(CC(=O)NCCc4ccccc4)c(=O)c32)c1 | 15 | 17%
CCCCOc1ccc(C(=O)NCCS(=O)(=O)N2CCN(c3ccc(F)cc3)CC2)cc1 | -30 | -1%
COc1ccc(C)cc1NC(=O)c1nnn(-c2c(C)cccc2C)c1C | -24 | -5%
CCOC(=O)c1ccc(NC(=O)C(CC)Sc2nc3ncccc3[nH]2)cc1 (stereo not given) | -30 | 12%
CCOC(=O)CC(NC(=O)CCc1c(C)nc2cc(-c3ccccc3)nn2c1C)c1ccc(C)cc1 (stereo not given) | ? | 22%
CSc1ccccc1NC(=O)C1=CC(c2ccc3c(c2)OCO3)=NS(=O)(=O)N1C | -7 | -8%
COCCNC(=O)Nc1cc(C(=O)NCc2ccc(C(C)C)cc2)ccc1N1CCCC1 | -1 | 10%
O=C(NCc1ccccc1Cl)c1ccc(CS(=O)(=O)c2ccc(Br)cc2)o1 | ? | -10%
COc1ccc(-c2cc3nccc(-c4cc(Cl)c(C)cc4O)n3n2)cc1 | 45 | -2%
O=C1CCSC2(C(=O)N(Cc3ccc(F)cc3)c3ccccc32)N1c1ccccc1 (stereo not given) | 0 | 12%
C=Cc1ccc(Cn2c(=O)n(-c3ccc(C)cc3)c(=O)c3c2c2cc(OC)ccc2n3C)cc1 | -14 | 18%
CCOc1ccc(OCC)c(NS(=O)(=O)c2ccc3[nH]c(=O)ccc3c2)c1 | 18 | 4%
CC(C)OCCCN1C(=O)c2[nH]nc(-c3ccccc3O)c2C1c1ccc(OCc2ccccc2)cc1 (stereo not given) | -98* | -2%
COc1ccc(CCNC(=O)c2cc(Sc3cccc(Cl)c3)nc3ccccc23)cc1OC | -84* | 8%
O=C(NC1CCCC1)c1ccc2c(=O)n(Cc3ccccc3)c(SCc3ccccc3)nc2c1 | -13 | 3%
COc1ccc(S(=O)(=O)NCC(c2ccc(N(C)C)cc2)N2CCOCC2)cc1 (stereo not given) | 0 | 14%
O=C(Cn1nc(Cc2cccnc2)c2ccccc2c1=O)Nc1ccc(F)c(Cl)c1 | -31 | 5%

# A different layout for some results above:
smiles: CCOc1ccc(OCC)c(NS(=O)(=O)c2ccc3[nH]c(=O)ccc3c2)c1
  HCMV antiviral = 18 | AmpC detergent = 4%
smiles: COC(=O)c1scc(-c2ccc(C)cc2)c1S(=O)(=O)Nc1cc(OC)c(OC)c(OC)c1
  HCMV antiviral = 4 | AmpC detergent = 16%
smiles: COc1ccc(C)cc1NC(=O)c1nnn(-c2c(C)cccc2C)c1C
  HCMV antiviral = -24 | AmpC detergent = -5%
smiles: CC(C)OCCCN1C(=O)c2[nH]nc(-c3ccccc3O)c2C1c1ccc(OCc2ccccc2)cc1 (stereo not given)
  HCMV antiviral = -98* | AmpC detergent = -2%

# The list goes on:
Structure | HCMV antiviral | AmpC detergent
O=C(NCCc1ccccc1)c1ccc(Cn2c(SCc3ccccc3)nc3cccnc32)cc1 | 4 | 14%
Cc1ccccc1Oc1nc2c(c(=O)n(C)c(=O)n2C)n1Cc1ccc(Br)cc1 | 5 | -3%
CC1CCC(NC(=O)C2(C)Cc3ccccc3C(=O)N2Cc2ccccc2Cl)CC1 (stereo not given) | 47 | 20%
Cc1ccccc1CN1C(=O)c2ccccc2S(=O)c2ccc(C(=O)NC3CCC(C)CC3)cc21 (stereo not given) | -17 | -2%
Cc1cc(C)c(NC(=O)Cn2c(=O)oc3cc(S(=O)(=O)N4CCCCCC4)ccc32)c(C)c1 | -70* | 10%
Cc1ccc(C(=O)c2cn(CC(=O)NCc3ccccc3)c3nc(C)ccc3c2=O)cc1 | -2 | 24%
COc1ccc(N2CCN(C(=O)CCn3nc(C)c(S(=O)(=O)N4CCCC4)c3C)CC2)cc1 | ? | 13%
COc1ccc(CCNC(=O)c2cc3c(=O)n4cccc(C)c4nc3n2C)cc1 | -30 | 15%
Cc1ccc(NC(=O)CSc2nc3ccccc3nc2Cc2ccccc2)c(Cl)c1 | -10 | -8%
COc1cc(C2CC(=O)N(CC(=O)Nc3ccccc3F)c3ccccc3S2)cc(OC)c1OC (stereo not given) | -37 | 17%
Cc1ccc2sc(N3CCN(C(=O)CCS(=O)(=O)c4ccc(Cl)cc4)CC3)nc2c1C | 11 | 1%
COc1ccc(N2CCN(C(=O)CCn3cnc4onc(-c5ccc(F)cc5)c4c3=O)CC2)cc1 | -8 | -3%
CCc1nnc2c(Nc3ccc(Br)c(C)c3)nc3ccccc3n12 | 19 | 2%
Cc1ccccc1CS(=O)(=O)c1ncc(Cl)c(C(=O)Nc2nnc(C(C)C)s2)n1 | -99* | 10%
COc1cc(CNC(=O)c2ccc3nc(CCc4ccccc4)oc3c2)cc(OC)c1OC | -9 | 4%
Cn1ncc2c(Nc3cc(C(F)(F)F)ccc3Cl)ncnc21 | 47 | 3%
CCCCCc1nc2ccccc2c(=O)n1-c1ccc(C)cc1 | -1 | 4%
CCOC(=O)c1ccccc1NC(=O)CSc1ncc(CO)n1Cc1ccc(C)cc1 | 12 | 23%
CC(C)(C)NC(=O)C1CCN(c2nc3ccccc3nc2C(F)(F)F)CC1 | -5 | 0%
CCN(Cc1nc(-c2cccc(C)c2)no1)S(=O)(=O)c1ccc(C)cc1 | -18 | -5%
CCC(C)NC(=O)CSc1nc2c(sc3ccccc32)c(=O)n1CCc1ccccc1 (stereo not given) | -33 | 9%
Cc1ccc(C(=O)Nc2ccc(OCc3cc(=O)n4c(C)csc4n3)cc2)cc1 | 13 | 2%
COCCCNC(=O)Cn1c(=O)n(-c2ccc(Cl)cc2)c(=O)c2c3c(sc21)CCCCC3 | 0 | 12%
O=C(CN1C(=O)COc2ccc(S(=O)(=O)NC3CCCC3)cc21)Nc1ccc(Cl)cc1F | 7 | -2%
Cc1c(F)cccc1NC(=O)C1CCCN1S(=O)(=O)c1ccc(F)cc1 (stereo not given) | -10 | -3%

# Continuation:
Structure | HCMV antiviral | AmpC detergent
COC(=O)c1ccc2nc(C)cc(Nc3ccc(O)cc3)c2c1 | -2 | 1%
O=C(c1ccc2c(c1)N(Cc1cccc(Cl)c1)C(=O)c1ccccc1S2(=O)=O)N1CCc2ccccc21 | 14 | -6%
O=C(NCCCN1CCCCC1)c1sc2ncccc2c1-n1cccc1 | 10 | 1%
O=C(Nc1cccc(Cl)c1)c1cc(S(=O)(=O)N2CCC3(CC2)OCCO3)ccc1F | -6 | 5%
CC(=O)N1CCCc2cc(S(=O)(=O)N(Cc3ccccc3)C(C)C)ccc21 | -27 | 3%
CCOc1ccc(CNC(=O)C2CCN(Cc3cc4ccccc4n3Cc3ccccc3C)CC2)cc1 | 18 | 8%
CCS(=O)(=O)Nc1ccc(-c2cn3ccsc3n2)cc1 | 34 | 1%
Cc1cccc(C(=O)N2CCc3cc(CNC(=O)c4ccc(Br)o4)ccc32)c1 | -67* | 11%
CN(Cc1ccccc1)c1ccc(-c2nc(-c3ccccc3)no2)cc1[N+](=O)[O-] | 23 | 17%
Cc1[nH]c2ccccc2c1C1(O)C(=O)N(Cc2ccccc2)c2ccc(Br)cc21 (stereo not given) | -102* | -3%
Cc1cccc(N2CCN(C(=O)c3noc4c3CCCCC4)CC2)c1C | -40 | 20%
CCN1CCN(c2cc(C)c3cc(NC(=O)/C=C/c4ccc(OCCC(C)C)cc4)ccc3n2)CC1 | -79* | 3%
O=C(Nc1ccccc1F)c1oc2ccccc2c1NC(=O)c1c(F)cccc1F | -38 | -5%
CCOc1ccc(CCNC(c2nnc(-c3ccccc3)o2)c2ccccc2Cl)cc1OCC (stereo not given) | -2 | 13%
COc1cccc(C(=O)NCC(c2ccc3c(c2)OCO3)N2CCN(C)CC2)c1 (stereo not given) | 20 | 6%
O=C(Cc1cccs1)NC1CC(=O)N(c2ccc(F)cc2)C1 (stereo not given) | -17 | 1%
COc1ccc(CC(=O)Nc2ccc(-c3nc4ccccc4s3)c(C)c2)cc1OC | 27 | -10%
CCOC(=O)c1cccc(NC(=O)C2CCCN(c3nnc(C)c4c(C)n(-c5ccccc5)nc34)C2)c1 (stereo not given) | 3 | 13%
CN1C(=O)c2ccccc2Sc2ccc(NC(=O)Cc3ccc(Cl)cc3)cc21 | -24 | -3%
CC(=O)N1CCc2cc(CNS(=O)(=O)c3cccs3)ccc21 | 14 | 7%
CCN(C(=O)CSc1nnc(-c2cc(OC)c(OC)c(OC)c2)o1)c1ccccc1 | -19 | 23%
CCOc1ccc(-c2nc3cc(NC(=O)COc4cccc(C)c4)ccc3o2)cc1 | 38 | -8%
COc1ccccc1Nc1nc(-c2ccccc2Cl)c2cc(Br)ccc2n1 | -4 | -12%
O=C(Cn1c(=O)n(Cc2nc(-c3ccccc3)no2)c(=O)c2cc3c(cc21)OCO3)Nc1cccc(C(F)(F)F)c1 | -3 | 27%
CC(=O)Nc1ccc(NC(=O)C2Cc3ccccc3N2C(=O)c2ccccc2)cc1 (stereo not given) | 14 | 0%

# Nothing new here: an excerpt of the list.
Structure | HCMV antiviral | AmpC detergent
O=C(Cn1c(=O)n(Cc2nc(-c3ccccc3)no2)c(=O)c2cc3c(cc21)OCO3)Nc1cccc(C(F)(F)F)c1 | -3 | 27%
CC(=O)Nc1ccc(NC(=O)C2Cc3ccccc3N2C(=O)c2ccccc2)cc1 (stereo not given) | 14 | 0%

# Next section
Structure | HCMV antiviral | AmpC detergent
CCS(=O)(=O)c1ncc(N(Cc2ccco2)Cc2ccccc2F)c(C(=O)Nc2cccc(Cl)c2)n1 | -29 | 11%
Cc1ccc2c(=O)cc(C(=O)Nc3cccc(C(F)(F)F)c3)oc2c1C | 4 | 12%
CC1=C(C(=O)OCC2CCCCC2)C(c2ccc(Cl)cc2Cl)CC(=O)N1 (stereo not given) | 12 | -10%
Cc1cccc(N(CC(=O)N(C)Cc2ccccc2)S(=O)(=O)c2ccccc2)c1C | -63* | 10%
O=C1[C@@H]2CSC(c3ccc(F)cc3)N2C(=O)N1c1ccc(Cl)cc1 (stereo not given in full) | -29 | 10%
Cc1ccc2oc(-c3ccc(Cl)c(NC(=O)c4cc5ccccc5o4)c3)nc2c1 | 70 | 8%
O=C(NCc1ccc(F)cc1)C1CCN(c2ncnc3c2nc2n3CCCCC2)CC1 | 18 | 24%
O=C(c1ccc([N+](=O)[O-])cc1)N(Cc1ccco1)c1ccccn1 | 4 | 14%
CCCCn1c(=O)c2oc3ccccc3c2n(Cc2cccc(C)c2)c1=O | -22 | 0%
CC(C)c1nn2c(=O)cc(COC(=O)C3CCCCC3)nc2s1 | -6 | 6%
Cc1ccc(-n2ncc3c(N4CCN(c5ccccc5)CC4)ncnc32)cc1C | -12 | -1%
CCOC(=O)c1c(NC(=O)c2cc(=O)c3cc(C)ccc3o2)sc2c1CCCC2 | -7 | 18%
COc1ccc(C)cc1NC(=O)c1cnc2ccc(C)cn2c1=O | 14 | 6%
COc1ccc(-c2csc3ncnc(Nc4ccc(OC)cc4OC)c23)cc1 | ? | -4%
CC(Nc1ncnc2c1cnn2-c1cccc(Cl)c1)c1ccccc1 (stereo not given) | 69 | 11%
CCc1ccc(C2CC(=O)c3c([nH]c(C(=O)OC4CCC(C)CC4)c3C)C2)cc1 (stereo not given) | -6 | 17%
O=C(/C=C\c1ccc2c(c1)OCO2)NC1CC(=O)N(c2ccc(Cl)cc2)C1 (stereo not given) | ? | -1%
CCOC(=O)C1CCN(C(=O)CN2c3ccc(CC)cc3-c3ccccc3S2(=O)=O)CC1 | -2 | 0%
CC(C)CN(CCCNC(=O)CN1N=C(c2ccccc2)CCC1=O)CC(C)C | 39 | 8%
Cc1ccccc1-c1cc2nccc(-c3cc(Cl)ccc3O)n2n1 | 16 | -2%
CNS(=O)(=O)c1cn(CC(=O)Nc2ccc(C)cc2C)cc1S(=O)(=O)NC | 0 | 18%
CC(NS(=O)(=O)c1ccc2c(c1)CCN2C(=O)CCCC(=O)O)c1ccccc1 (stereo not given) | 10 | 1%
COc1cc(OC)c(OC)cc1/C=C/c1nc2ccccc2c(=O)n1-c1ccc(Br)c(C)c1 | 3 | -2%
CCOC(=O)c1c(-c2ccccc2)csc1NC(=O)c1cc(-c2ccc(F)cc2)on1 | 8 | 12%
COc1ccc(-n2cc(C(=O)NCCc3cc(OC)ccc3OC)c3ccccc3c2=O)cc1 | -21 | -1%
CCOC(=O)c1c(S(=O)(=O)N2CCCC(C(=O)Nc3ccc(C)cc3C)C2)c(C)n(CC)c1C (stereo not given) | -9 | 6%
COCCNC(=O)c1cccc(-n2c(C)nc3cccnc32)c1 | 0 | 1%
CC(C)CCNC(=O)Nc1ccc2c(c1)N(Cc1ccccc1)C(=O)c1ccccc1S2 | -20 | -4%

# Compound activity: PubChem, National Center for Advancing Translational Sciences (NCATS)
